# S3 lipid droplet: qHTS Assay for Lipid Storage Modulators in Drosophila S3 Cells. Drosophila S3 cells, BODIPY lipid droplet fluorescence, 18-24 h; cells fed with added oleic acid. Potency in µM for hits, for the others lipid storage change, negative = inhibition, % at the top dose, mostly 46.1 µM. 320,000 tested, 0.64% active; active = well fitted inhibition curve with a large enough effect in the signal ratio, with a control signal flat, not every such curve was filed as active; inconclusive = small, poorly fitted or top-dose-only effect, or effect the other way, or a change in a side signal; the % refers to the signal ratio
#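 Laser-scanning cytometry quantifies lipid droplet accumulation (500–530 nm total intensity; droplet/cell object ratio) in oleic acid-fed (400 uM added) Drosophila S3 cells treated with a concentration series. 20 uM Triacsin C defined 100% inhibition.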
# S3 lipid droplet cell count max: also measured in S3 lipid droplet; calls as there; cell number change, %; measured here: cell count max response;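 cells counted by Cell Tracker Red CMTPX staining in the red channel; peak over a dose series mostly up to 46.1 µM; percent activity relative to internal control wells on each plate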
# Active calls of the source: *; i = inactive; u = inconclusive; x = not tested or not shown; [ ] = remark or other dose. % is scaled to controls: 0 for no effect and ±100 for the full control effect; potency is read from the fitted curve at half-maximal effect.
SMILES,S3 lipid droplet,S3 lipid droplet cell count max
CN1C(=O)/C(=C\c2cccc(OCc3ccccc3)c2)SC1=S,u,x
Cn1c(SCC(=O)c2ccc(O)cc2O)nnc1-c1ccccc1,u,x
N#Cc1nc(Cc2cccc3ccccc23)oc1NCCN1CCOCC1,i,x
C=CCn1c(SCc2cccc(F)c2)nc2cc(C(=O)N3CCC(C(N)=O)CC3)ccc2c1=O,u,x
CC(C)(C)OC(=O)NNC(=S)NC1CCCCC1,-6%,6
C=CCn1c(SCC(=O)/C(C#N)=C(\C)N)nc2sc(C)c(C)c2c1=O,u,x
COc1ccc(CC(=O)O/N=C(\N)c2ccc(Br)cc2)cc1OC,i,16
NC(=O)C1=C[C@H](c2ccc(C(F)(F)F)cc2)C[C@H](OCc2ccc(CO)cc2)O1,7%,-1
CC(C)(C)OC(=O)N1CCN(C(=O)c2nc[nH]c2C(=O)N2CCN(C(=O)OC(C)(C)C)CC2)CC1,u,x
CN(C(=O)COc1ccccc1C(=O)NCCc1ccccc1)c1ccccc1,u,x
COc1ccc(/C(N)=N/OC(=O)CCCc2ccccc2)cc1,u,x
COc1ccc(CNS(=O)(=O)c2cn(C)c(=O)n(C)c2=O)cc1,u,x
COc1ccc(CN2CCNC(=O)C2CC(=O)N(C)CC2CCOCC2)cc1C (configuration not stated),u,x
O=C(O)c1ccccc1C(=O)Nc1cc(-c2ccccc2)[nH]n1,u,x
CCN(CCC(=O)Nc1cc(OC)cc(OC)c1)Cc1ccccc1,u,x
CCn1cc([N+](=O)[O-])c(C(=O)Nc2ccc(Cn3nc(C)cc3C)cc2)n1,20%,-3
CN(C)C(=O)COc1ccc2c3c(c(=O)oc2c1)CCCC3,-13%,8
CCN(CC)CCNC(C(=O)Nc1ccc([N+](=O)[O-])cc1Br)c1ccccc1 (configuration not stated),u,x
COc1ccc([C@@H](NC(=O)OC(C)(C)C)C(=O)OC(C)(C)C)cc1,u,x
CCN(CC(=O)Nc1ccc(NC(C)=O)cc1)C(=O)c1ccc(COc2ccccc2)o1,u,x
CS(=O)(=O)c1ccc(-c2cn3cc(C(=O)O)ccc3n2)cc1,u,x
CC1CCN(C(=S)c2ccc([N+](=O)[O-])cc2)CC1,-4%,-12
CC(C)C1CC(CCN)(Cc2ccccc2)CCO1 (configuration not stated),5%,13
O=c1oc2ccccc2n1Cc1ccccc1Cl,12%,1
Cc1ccc(Nc2nc(NCCO)nc3c2cnn3C)cc1Cl,u,x
# (continued)
SMILES,S3 lipid droplet,S3 lipid droplet cell count max
Cc1cc(C)n(C(=O)c2cccc(S(=O)(=O)N3CCCC3)c2)n1,u,x
CC1(C)CN=C(N(C(=O)Nc2ccccc2)c2ccccc2F)S1,10%,14
O=C(CSc1nnnn1C1CCCCC1)N1CCOCC1,u,x
CC(=O)N(C)c1ccc(N=Nc2c(C)[nH]n(-c3ccccc3)c2=O)cc1,i,21
COc1cc(C(=O)OC(C)C(=O)N2CCCC2)cc2c1OCCO2 (configuration not stated),5%,-6
COc1ccc(S(=O)(=O)NCC(c2ccco2)N2CCc3ccccc32)cc1 (configuration not stated),10%,1
O=C(c1ccccc1)N1N=C(C(F)(F)F)CC1(O)c1ccccc1 (configuration not stated),-2%,-1
COc1cc(C2c3[nH]c4ccccc4c3C[C@H]3C(=O)N(C4CC4)CC(=O)N23)ccc1OC(C)C (some centres not stated),7%,0
O=C(CN1CCN(S(=O)(=O)c2ccc(F)cc2)CC1)NC1CC1,11%,7
Cc1cc(C)c2nc(NC(=O)[C@@H](NC(=O)c3cccc(S(=O)(=O)N4CCOCC4)c3)C(C)C)sc2c1,u,x
CCCC1=NN2C(=N)/C(=C\c3cc(C)n(-c4cccc(C)c4)c3C)C(=O)N=C2S1,u,x
CC(C)c1ccc(OCC(O)Cn2cnc3ccccc32)cc1 (configuration not stated),u,x
C/C(=N\NC(=O)c1ccccc1O)c1ccc(NC(=O)c2ccccc2)cc1,u,x
COc1ccc(Nc2nc3ccccc3n3nnnc23)cc1,u,x
O=C(CSc1nnc(-c2ccco2)n1Cc1ccccc1)NC(=O)NCc1ccccc1,18%,-23
CCOc1ccc(C)cc1S(=O)(=O)n1nc(C)cc1C,u,x
CC(C)NC(=O)c1onc(CSc2cccc(Cl)c2)c1C(=O)O,10%,2
CN1CCc2c(sc3c2C(=O)NC(c2ccc(-c4ccc(Cl)cc4)o2)N3)C1 (configuration not stated),2%,20
O=C(Nc1ccc(Cl)c(Cl)c1)C1CC(=O)N(c2ccc(Br)cc2)C1 (configuration not stated),u,x
C=CCN(C(=O)CC(NC(C)=O)c1ccccc1)c1nc(-c2ccc(S(C)(=O)=O)cc2)cs1 (configuration not stated),u,x
O=C(Nc1nc(-c2cccnc2)cs1)c1cccc([N+](=O)[O-])c1,i,x
O=C1CC(c2ccccc2)n2nc(NC(=O)c3cccs3)nc2N1 (configuration not stated),u,x
CCOc1cc(/C=N/NC(=O)C(=O)NCc2cccnc2)ccc1O,u,x
O=C1CCN(S(=O)(=O)c2ccc(Br)cc2)CCN1,5%,20
COc1ccc(N(C(=O)Cc2cccs2)C2C=CS(=O)(=O)C2)cc1 (configuration not stated),u,x
# The list goes on.
SMILES,S3 lipid droplet,S3 lipid droplet cell count max
COc1ccc(C)cc1N(CC(=O)N1CCCCCC1)S(C)(=O)=O,3%,-8
COc1ccc(C(C)=O)cc1COC(=O)c1ccc(OCc2c(C)noc2C)cc1,14%,-20
O=S(=O)(Nc1cccc2cccnc12)c1ccccc1,u,x
CCOC(=O)c1ccc(NC2c3ccccc3C(=O)N2c2ccccn2)cc1 (configuration not stated),u,x
CCCCCOC(=O)NCC(O)c1ccccc1 (configuration not stated),3%,2
O=C(CNC1CCCCCC1)c1cccs1,u,x
COc1cc(OC)cc(C(=O)Nc2sc3c(c2C(N)=O)CCC3)c1,u,x
O=C1N=C(N2CCOCC2)S/C1=C\c1cccs1,0%,11
O=S(=O)(NCC1CCCO1)c1ccc(S(=O)(=O)N(Cc2ccccn2)C2CC2)cc1 (configuration not stated),u,x
O=C(CN1C(=O)CSc2ccc(S(=O)(=O)N3CCOCC3)cc21)NCCCN1CCCCC1,u,x
COc1ccc(N2CCN(C(=O)C3CC(=O)N(c4ccc(C)cc4)C3)CC2)cc1 (configuration not stated),u,x
Cc1ccccc1NC(=O)c1c([N+](=O)[O-])cnn1C,u,x
O=C(CN1CCCCC1)N/N=C/c1cccc(Cl)c1,i,7
O=c1cnn(-c2ccccc2)c(-c2ccccc2)c1,15%,-11
CN(C)C(C(=O)NC1CCCCC1)c1ccc(Cl)cc1 (configuration not stated),26%,10
COc1cccc(CCc2nnc(CCC(=O)NCCc3cccc(C)n3)o2)c1,6%,12
N#Cc1c(-c2ccccc2Cl)cc(-c2ccccc2)nc1Br,u,x
O=C(NCC1CCCN1S(=O)(=O)c1cccs1)C(=O)Nc1ccc(F)cc1 (configuration not stated),u,x
O=C(NCCC1=CCCCC1)C1CCN(C(=O)c2ccc(Br)cc2)CC1,-21%,-2
CCc1ccc2nc(SCC(=O)N3CC(=O)Nc4ccccc43)c(C#N)cc2c1,-7%,2
CCCCNC(=O)/C(=C/c1ccccc1)NC(C)=O,u,x
O=c1[nH]c2cc3c(cc2cc1CN(Cc1cccnc1)C(=S)NCc1ccco1)OCCO3,23%,1
Fc1cccc(Cl)c1CSc1nnc(CNc2ccccc2)o1,4%,1
O=C(NCc1ccc(Cl)cc1)C(=O)Nc1nccs1,-10%,11
COC(=O)c1cn(NC(=O)c2cnccn2)c(=O)c2ccccc12,5%,-12
# Further results follow:
SMILES,S3 lipid droplet,S3 lipid droplet cell count max
CCOC(=O)c1cnc2cc(-c3ccc(Br)cc3)nn2c1C,u,x
CCOC(=O)CC(=O)COc1nc2cc3c(nc2o1)CCCC3,-10%,-14
COc1ccc(NC(=O)CSC2=C(C#N)C(c3ccco3)C3=C(CCCC3=O)N2)c(OC)c1 (configuration not stated),-9%,3
Cc1csc(N(C(=O)c2cccc(S(=O)(=O)N3CCCC3)c2)c2ccccc2)n1,-12%,-8
COC(=O)c1ccc(CNC(=O)CNC(=O)c2sc3ccccc3c2Cl)cc1,6%,3
Cc1ccc(S(=O)(=O)CC(=O)NC(C)c2ccccc2)cc1 (configuration not stated),u,x
COc1ccc(C(=O)COc2ccccc2C(N)=O)cc1,-20%,-4
CC(C)Sc1nsc2nc(=O)c(/C=C3\C=Nc4ccccc43)c(N)n12,u,x
COC(=O)c1cc(C(=O)Nc2cc(C)on2)cc([N+](=O)[O-])c1,u,x
CCc1ccc(CN(C)CC(O)COc2cccc3ccccc23)cc1 (configuration not stated),i,2
COc1ccc2c(C)cc(SCC(=O)Nc3nsc(-c4ccc(C)cc4)n3)nc2c1,u,x
CCOc1ccc(/C=N/n2cc(-c3ccccc3)[nH]c2=S)cc1,u,x
Cc1c(C(=O)O)sc2nc(CSc3ncc(C(F)(F)F)cc3Cl)[nH]c(=O)c12,3%,6
NC(=O)c1ccc(SCC(=O)OCC(=O)N2CCN(C(=O)c3ccco3)CC2)c([N+](=O)[O-])c1,u,x
Cc1ccc(NC(=O)CSc2nnc(N)s2)cc1S(=O)(=O)N1CCOCC1,i[0.0737 µM],29
COC(=O)c1cc(NC(=O)c2cccnc2)ccc1N1CCOCC1,u,x
O=C(NCC1CCCO1)c1cc2ccccc2oc1=O (configuration not stated),u,x
Cc1ccc(C)c(S(=O)(=O)N2CCCC2CNC(=O)C(=O)NC2CCCC2)c1 (configuration not stated),i,x
CN(CC(=O)Nc1ccc(F)c(F)c1F)C(=O)c1ccc(-n2cncn2)cc1,u,x
Cc1cc(C)n(-c2cc(C)c(C)cc2Br)n1,-21%,-8
O=C(NCCc1ccccn1)C1CCCN(S(=O)(=O)Cc2ccccc2)C1 (configuration not stated),u,x
CCOC(=O)Cc1nnc(NC(=O)CSc2ccccc2)s1,u,x
O=Cc1cc2cc3c(cc2nc1Cl)OCCO3,-9%,6
CCCCC(=O)Nc1ccc(C(=O)NNC(=S)NC(=O)c2ccco2)cc1,-2%,-5
O=C(O)C1CN(c2nc(Cl)ccc2[N+](=O)[O-])C1,i,-11

# Some of the entries so far, with tabs:
structure	S3 lipid droplet	S3 lipid droplet cell count max
O=C(O)C1CN(c2nc(Cl)ccc2[N+](=O)[O-])C1	i	-11
CCc1ccc(CN(C)CC(O)COc2cccc3ccccc23)cc1 (configuration not stated)	i	2

# Look-ups from the entries so far:
# Cc1ccc(NC(=O)CSc2nnc(N)s2)cc1S(=O)(=O)N1CCOCC1 in S3 lipid droplet cell count max is listed with 29
# O=C1CCN(S(=O)(=O)c2ccc(Br)cc2)CCN1 in S3 lipid droplet cell count max is listed with 20

# Next part.
SMILES,S3 lipid droplet,S3 lipid droplet cell count max
O=C(CSc1nnc(CNC(=O)c2cccs2)o1)Nc1ccc(Br)cc1,i,-10
CCOc1ccccc1NC(=O)CNC(=O)N1CC(=O)Nc2ccccc21,i,0
Cc1c(C)c2ccc(OC(C)C(=O)N3CC[C@@]4(O)CCCC[C@H]4C3)cc2oc1=O (some centres not stated),u,x
Cc1ccsc1C1Nc2ccccc2-c2nc3ccccc3n21 (configuration not stated),u,x
Cc1sc(NC(=O)c2ccccc2F)c(CN2CCCCC2)c1C,u,x
Cn1c(=O)c(=O)n(C)c2cc([N+](=O)[O-])c([N+](=O)[O-])cc21,u,x
CCOC(=O)Cc1csc(NC(=O)CSc2nnc(-c3ccc(OC)cc3)n2C)n1,-7%,-16
Cc1nnc(SC(C)C(=O)Nc2ccc(Cl)cn2)n1Cc1ccccc1 (configuration not stated),24%,x
COC(=O)c1cc(OC)c(OC)cc1NC(=S)Nc1cccc(Cl)c1,1%,1
N/C(=N\OC(=O)Nc1cccc(C(F)(F)F)c1)c1ccno1,u,x
CN(C)C(CNC(=O)CN1C(=O)NC2(CCCC2)C1=O)c1ccccc1 (configuration not stated),-4%,0
CC1CCC(NC(=O)c2cc3ccccc3cc2O)CC1 (configuration not stated),u,x
O=C(O)/C=C\c1cccc(-n2cnnn2)c1,u,x
COc1ccc(OC)c(NC(=O)CNC(=O)c2cccs2)c1,-11%,-1
O=C1C2ON(c3ccccc3)C(c3ccccc3F)C2C(=O)N1c1ccccc1 (configuration not stated),u,x

# In the list so far, 16 contain a Cl atom:
SMILES,S3 lipid droplet,S3 lipid droplet cell count max
O=c1oc2ccccc2n1Cc1ccccc1Cl,12%,1
Cc1ccc(Nc2nc(NCCO)nc3c2cnn3C)cc1Cl,u,x
CC(C)NC(=O)c1onc(CSc2cccc(Cl)c2)c1C(=O)O,10%,2
CN1CCc2c(sc3c2C(=O)NC(c2ccc(-c4ccc(Cl)cc4)o2)N3)C1 (configuration not stated),2%,20
O=C(Nc1ccc(Cl)c(Cl)c1)C1CC(=O)N(c2ccc(Br)cc2)C1 (configuration not stated),u,x
O=C(CN1CCCCC1)N/N=C/c1cccc(Cl)c1,i,7
CN(C)C(C(=O)NC1CCCCC1)c1ccc(Cl)cc1 (configuration not stated),26%,10
N#Cc1c(-c2ccccc2Cl)cc(-c2ccccc2)nc1Br,u,x
Fc1cccc(Cl)c1CSc1nnc(CNc2ccccc2)o1,4%,1
O=C(NCc1ccc(Cl)cc1)C(=O)Nc1nccs1,-10%,11
COC(=O)c1ccc(CNC(=O)CNC(=O)c2sc3ccccc3c2Cl)cc1,6%,3
Cc1c(C(=O)O)sc2nc(CSc3ncc(C(F)(F)F)cc3Cl)[nH]c(=O)c12,3%,6
O=Cc1cc2cc3c(cc2nc1Cl)OCCO3,-9%,6
O=C(O)C1CN(c2nc(Cl)ccc2[N+](=O)[O-])C1,i,-11
Cc1nnc(SC(C)C(=O)Nc2ccc(Cl)cn2)n1Cc1ccccc1 (configuration not stated),24%,x
COC(=O)c1cc(OC)c(OC)cc1NC(=S)Nc1cccc(Cl)c1,1%,1

# Only part of the results is shown (hit frequency here may not be typical).
